# Screening data (PubChem)
# LRH-1 inv ag: NR5A2 inverse agonism in reporter assay. inhibition, % at 3.6 µM. HEK293T StAR-luciferase reporter, LRH-1 transfected, 24 h. O00482. 0.13% of 360,000 active. AID 602396;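 active = inhibition above the mean inhibition of all tested compounds plus 3 SD, cut at about 73% in these data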;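 also: 0% = DMSO wells and 100% = reporter-only cells lacking LRH-1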
# TLR9-MyD88 block: blocks human TLR9 binding to MyD88; Q9NR96+Q99836; CHO BLA complementation TLR9-MyD88, CCF4 FRET ratio; inhibition, % at 4.98 µM; 0.21% of 340,000 active; AID 504734;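 active = inhibition above the mean over all tested compounds plus 3 SD, cut at about 21% in these data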;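 also: 0% = DMSO only wells and 100% = clavulanate BLA inhibitor control wells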
# Target sequence (Q99836 whole entry, looked up): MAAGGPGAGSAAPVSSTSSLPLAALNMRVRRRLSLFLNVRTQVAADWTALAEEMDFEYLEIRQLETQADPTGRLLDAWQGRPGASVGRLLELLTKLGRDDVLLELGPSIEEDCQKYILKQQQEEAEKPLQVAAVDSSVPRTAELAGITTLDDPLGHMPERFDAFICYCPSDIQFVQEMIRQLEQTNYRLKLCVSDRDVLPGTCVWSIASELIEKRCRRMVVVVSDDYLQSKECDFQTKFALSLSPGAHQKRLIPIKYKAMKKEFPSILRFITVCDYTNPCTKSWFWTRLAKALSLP
# Target sequence (Q9NR96 whole entry, looked up): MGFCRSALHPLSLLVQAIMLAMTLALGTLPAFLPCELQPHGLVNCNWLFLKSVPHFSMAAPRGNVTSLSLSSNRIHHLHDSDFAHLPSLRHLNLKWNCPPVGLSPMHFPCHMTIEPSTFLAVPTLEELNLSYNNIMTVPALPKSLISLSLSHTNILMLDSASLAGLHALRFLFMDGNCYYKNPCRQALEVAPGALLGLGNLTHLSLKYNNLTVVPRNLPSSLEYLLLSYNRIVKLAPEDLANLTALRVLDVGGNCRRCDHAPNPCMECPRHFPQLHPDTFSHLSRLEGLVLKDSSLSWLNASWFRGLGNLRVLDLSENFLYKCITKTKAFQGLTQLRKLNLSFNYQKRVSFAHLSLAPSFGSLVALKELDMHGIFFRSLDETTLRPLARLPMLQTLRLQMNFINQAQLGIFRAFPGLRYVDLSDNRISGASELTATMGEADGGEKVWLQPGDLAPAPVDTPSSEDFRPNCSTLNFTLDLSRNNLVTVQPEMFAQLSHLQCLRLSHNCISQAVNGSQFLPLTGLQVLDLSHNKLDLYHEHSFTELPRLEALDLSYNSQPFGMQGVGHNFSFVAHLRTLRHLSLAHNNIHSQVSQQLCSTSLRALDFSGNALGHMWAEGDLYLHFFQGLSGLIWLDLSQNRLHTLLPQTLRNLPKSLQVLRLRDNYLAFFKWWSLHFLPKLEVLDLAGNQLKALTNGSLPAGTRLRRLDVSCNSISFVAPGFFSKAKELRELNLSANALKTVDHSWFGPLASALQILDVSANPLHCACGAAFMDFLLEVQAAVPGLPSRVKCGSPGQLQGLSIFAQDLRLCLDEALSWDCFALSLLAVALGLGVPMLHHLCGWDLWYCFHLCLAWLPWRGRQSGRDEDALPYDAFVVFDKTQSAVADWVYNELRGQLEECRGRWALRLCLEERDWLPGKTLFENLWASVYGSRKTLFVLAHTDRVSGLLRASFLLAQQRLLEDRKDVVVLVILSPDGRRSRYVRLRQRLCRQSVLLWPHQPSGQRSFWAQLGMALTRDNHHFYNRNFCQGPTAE
# NOD2 RIPK2 PPI: NOD2-RIPK2 protein interaction inhibition. O43353. CHO BLA complementation NOD2-RIPK2, CCF4 ratio. inhibition, % at 4.98 µM. 0.38% of 360,000 active. AID 624267; in the data active = inhibition above about 21%;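 also: 0% = vehicle only and 100% = reference blocker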
# C8 TRAIL sens: sensitizes caspase-8 expressing cells to TRAIL | NB7+C8 cells + TRAIL, ATPlite viability luminescence | inhibition (viability loss, TRAIL sensitization), % at 10 µM | 1% of 360,000 active;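 active = compounds causing at least 50% loss of cell viability in the single-dose screen, relative to plate controls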
# TROY signal inh: blocks TROY-dependent signaling in reporter cells | Q293 LMP1-TROYcd NF-kB luciferase reporter, 4 h | inhibition, % at 10 µM | 0.98% of 360,000 active | AID 1347056;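 active = compounds whose plate-normalised and pattern-corrected inhibition of the luciferase reporter signal at the single screening dose is 50% or more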
# SRC2 inh: inhibits human steroid receptor coactivator 2; Q15596; HEK293 GAL4-SRC2 luciferase reporter, luminescence; inhibition, % at 9 µM; 0.17% of 370,000 active;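 active = inhibition above the mean inhibition of all tested compounds plus 3 SD, set per campaign, cut at about 52% in these data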;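 also: 0% = DMSO treated cells and 100% = cells given Gossypol at 36 µM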
# NCOA1 inh: human NCOA1 inhibition; AID 588354; inhibition, % at 3.6 µM; HEK293 GAL4-SRC1 luciferase reporter, luminescence; Q15788; 0.12% of 360,000 active;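 active = inhibition above the campaign mean plus 3 SD, with each screening campaign given its own cutoff, cut at about 60% in these data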;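 also: 0% = DMSO treated cells and 100% = gossypol at 36 µM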
# Vif imaging: blocks HIV Vif function; HEK293T cells, Vif self-association by quenched fluorescence, imaging, 24 h; inhibition, % at 7.49 µM; 0.35% of 340,000 active; in the data active = inhibition above about 50%, passing the limit was not always enough; also: some results filed as inactive read as strong as hits
# NCOA3 inh: inhibits human SRC3 coactivator | Q9Y6Q9 | HEK293 GAL4-SRC3 luciferase reporter, luminescence | inhibition, % at 3.6 µM | 0.17% of 360,000 active;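 active = inhibition above a per-campaign cutoff, the mean of all compounds plus 3 SD, cut at about 60% in these data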;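 also: 0% = DMSO-treated cells and 100% = gossypol-treated cells at 36 µM; higher means less SRC3-driven luciferase light from the GAL4 reporter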
# EBV LMP1 NFkB: Epstein-Barr LMP1 NF-kappaB reporter inhibition; LMP1-induced NF-kappaB luciferase reporter cells, luminescence; inhibition, % at 12.5 µM; 0.69% of 350,000 active; AID 504558; in the data active = inhibition above about 41%;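 also: 0% = neutral control wells and 100% = reference inhibitor control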
# NR2F2 inh: NR2F2 (human) inhibition, primary screen | AID 686940 | HEK293T NGFI-A luciferase reporter, luminescence | inhibition, % at 8.6 µM | P24468 | 0.7% of 370,000 active;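 active = inhibition above a per-plate cutoff, mean inhibition of test wells between control levels plus 3 SD, cut at about 38% in these data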;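 also: cells cotransfected with COUP-TFII expression vector driving the NGFI-A reporter; 0% = median of COUP-TF2 test wells and 100% = reporter-only cells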
# An asterisk follows results filed as active; nt = no result given; & = joins results of further samples.
# A first look:
SMILES,LRH-1 inv ag,TLR9-MyD88 block,NOD2 RIPK2 PPI,C8 TRAIL sens,TROY signal inh,SRC2 inh,NCOA1 inh,Vif imaging,NCOA3 inh,EBV LMP1 NFkB,NR2F2 inh
Cc1nn(C)cc1/C=N\NC(=O)c1ccc2c(c1)c(C)c(C)n2Cc1ccccc1,-20,-10,0,-2,18,6,16,-7,-1,5,2
CCc1ccc(CNCc2ccc(F)cc2)cc1,-1,-3,2,2,-4,-10,-31,1,-8,6,-3

# All compounds of this part, previewed entries included:
SMILES,LRH-1 inv ag,TLR9-MyD88 block,NOD2 RIPK2 PPI,C8 TRAIL sens,TROY signal inh,SRC2 inh,NCOA1 inh,Vif imaging,NCOA3 inh,EBV LMP1 NFkB,NR2F2 inh
Cc1nn(C)cc1/C=N\NC(=O)c1ccc2c(c1)c(C)c(C)n2Cc1ccccc1,-20,-10,0,-2,18,6,16,-7,-1,5,2
CCc1ccc(CNCc2ccc(F)cc2)cc1,-1,-3,2,2,-4,-10,-31,1,-8,6,-3
O=C(CSc1ccc(-c2ccncc2)nn1)N1CCN(c2ccccc2)CC1,-9,7,-2,-8,21,10,-1,-10,-1,2,6
CC1CCC(NS(=O)(=O)c2ccc3c(c2)n(C)c(=O)c(=O)n3C)CC1 (centres undefined),5,-5,-6,2,3,14,3,1,6,-2,-25
CCc1nc(N)c(C#N)c(-c2ccccc2OC)c1C,-22,-3,5,26,1,-12,-12,-3,-8,-4,5
COc1ccc(/C=C/c2cc(O)cc(O[C@@H]3O[C@H](CO)[C@@H](O)[C@H](O)[C@H]3O)c2)cc1O,-189,nt,-18,29,1,-45,-110,-9,-96,nt,-34
CC1CC(C)CN(c2cc3c(cc2[N+](=O)[O-])C(=O)N(c2ccccc2)C3=O)C1 (centres undefined),-3,0,-2,-5,5,-3,-17,-2,9,0,9
COC(=O)C1C(c2ccc(OC)cc2)Nc2nnc(C(F)(F)F)n2C1(C)O (centres undefined),-3,-9,10,-3,-9,-21,1,-4,13,1,7
O=C(O)C1(c2ccccc2)CCN(S(=O)(=O)c2ccccc2)CC1,7,-5,-3,15,2,16,-10,5,5,6,-10
O=C(Nc1nc2ccccc2n1CCN1CCCCC1)C1CCCCC1,4,12,1,55*,24,-12,-6,2,-46,-5,10
CC(C)(C)c1ccc(-c2ncccc2O)cc1,-76,5,-93,34,-39,-40,-20,-3,-7,-12,-28
Cc1ccc(S(=O)(=O)NCC(=O)Nc2ccc3c(c2)OCO3)cc1,0,1,-3,-13,13,-31,-14,-3,-16,0,-23
CCn1c(SCC(=O)NC2CCCCC2)nnc1-c1cccnc1,-1,-12,-2,1,-28,1,6,-1,10,-2,2
Cc1ccc(-n2nc3c(=O)n(CC(=O)c4ccc(F)cc4)nc(C)c3c2C)cc1,-18,-3,-3,10,0,-6,-4,2,0,-3,-4
COc1cc(C(=O)Nc2cccnc2)cc(OC)c1OC,-2,-6,8,-9,8,-15,10,3,0,4,11
C[C@H](CO)N1C[C@H](C)[C@H](CN(C)C(=O)CC2CC2)Oc2cc(Br)ccc2S1(=O)=O,-11,-8,7,-5,4,-36,0,nt,-10,-4,-11
CC(C)N=C(NC#N)SCc1ccccc1,-5,-5,7,-2,12,-21,-40,11,-10,1,5
COc1ccc(OC)c(S(=O)(=O)N2CCC3(CC2)CC(=O)c2ccccc2O3)c1,1,-11,5,-1,4,-14,-17,-12,0,6,-3
O=C(CSCc1ccc(F)cc1)Nc1nc2c(s1)CCCC2,-10,5,2,14,-20,-14,-18,-4,8,-3,-14
C=CCNC(=O)c1c(CSc2ccc(Cl)cc2)noc1C(=O)NCc1ccccc1,15,3,-6,10,-15,-22,-12,2,10,3,-15
COC(=O)c1c(N2C(=O)[C@H]3[C@@H](C2=O)[C@]2(C(=O)Nc4c2ccc(C)c4C)N2CCC[C@@H]32)sc(C)c1C,11,5,-3,-4,5,-5,-19,1,1,10,6
CC(C)(C)OC(=O)C[C@@H]1C/C=C\C[C@@H](CC(=O)N(CCO)Cc2ccccc2)C(=O)NC[C@@H](c2ccccc2)OC1=O,2,1,-1,-4,-19,-17,4,1,-24,9,-15
COc1ccc(S(=O)(=O)N2CCOCC2)cc1NC(=O)C1CCCCN1S(=O)(=O)c1ccccc1 (centres undefined),-9,-1,-12,22,-3,7,-8,1,-4,-2,-5
Cc1ccc(Nc2nnc(SCC(=O)Nc3cccc(S(=O)(=O)NC4=NCCCCC4)c3)s2)c(C)c1,-16,-4,1,-6,9,-1,-4,-6,-7,6,8
COc1ccc(C(=O)/C=C/c2ccc(OC)c(CN3CCOCC3)c2)cc1,-1,-9,-10,1,-17,-22,4,1,22,9,5
COc1ccc(CCNC(=O)Cc2cc(OC)c(OC)cc2Br)cc1OC,1,6,-1,1,16,7,-10,12,17,-1,-8
CCn1c(SCc2ccccc2)nnc1C1CCN(S(=O)(=O)c2ccc(OC)cc2)CC1,16,3,-4,10,-8,-3,0,-12,1,16,1
CN(C(=O)CSc1nc(-c2ccc(F)cc2)cs1)C1CCS(=O)(=O)C1 (centres undefined),-17,-7,-12,12,11,12,3,-2,7,-4,18
Cc1ccc(Nc2nc3c(s2)CCC3)c(C)c1,-21,-17,2,-18,-10,-11,-26,-1,-19,-13,-9
CCCc1ccc(S(=O)(=O)NCc2nnc(SC)n2C)cc1,13,-1,-11,-5,-19,-18,0,18,-4,7,-13
CCOc1ccc(-c2nnn(CCC(=O)O)n2)cc1OC,-3,3,5,-5,-12,-6,-13,2,1,-2,4
NC(=O)CC(NC(=O)c1cccc(Br)c1)c1ccc(NC2CCCCCCCCCCC2)c([N+](=O)[O-])c1 (centres undefined),-8,15,-1,2,8,-9,5,-3,2,3,-10
O=C(NNC(=O)c1ccccc1O)c1ccc(-c2ccc([N+](=O)[O-])cc2)o1,6,-4,-5,10,-20,-13,-10,-2,16,6,-8
COC(=O)CSc1nc(N)nc(C)c1Cl,8,2,-9,-5,0,5,6,0,5,-1,-10
CCOc1ccccc1NC(=O)COC(=O)/C=C/c1cccs1,-25,-10,-11,-3,15,-13,-7,4,7,-7,-13
CC(C)c1ccc(NC(=O)CCNC(=O)Cn2cnc3ccccc3c2=O)cc1,0,-9,8,-9,2,0,-2,-2,3,2,-11
COc1ccc(C(=O)NNC(=O)CSc2nnc(COc3ccccc3)n2C)cc1,11,3,-1,3,-16,-36,19,-1,-1,-7,7
COC(C[C@@H](O)C[C@@H](O)[C@@H](C)OCc1ccccc1)OC,-11,-5,-19,-5,-7,-24,-5,nt,6,0,-8
S=C(Nc1cccnc1)NC1CC2CCC1C2 (centres undefined),-13,-12,-6,-2,-19,3,7,26,8,-3,18
O=C(CCn1nnc2ccccc21)OCC(=O)c1ccc(F)cc1,12,2,-11,-15,-15,-7,-6,11,-3,-4,-3
CC(=O)c1sc(N)nc1C,-4&1,6&3,-11&-6,-4&-3,-21&14,5&-9,-14&-25,-2,-2&-35,-2&1,3&2
CCCn1c(SCC(=O)Nc2ccccc2N2CCOCC2)nc2c1c(=O)n(C)c(=O)n2C,8,-12,1,13,-4,7,5,nt,9,-8,11
COc1cccc2cc(-c3nnc(SCC(=O)Nc4ccc(NC(C)=O)cc4)n3C)oc12,12,-10,2,-21,-14,-10,0,15,13,6,22
COc1ncnc2c1ncn2CCCNCCCN1CCCC1=O,-42,4,0,-3,-2,7,-6,13,-9,4,-3
CCCC(=O)Nc1c2c(nn1-c1ccc(OC)cc1)CS(=O)(=O)C2,-4,-6,6,-13,-4,16,-1,4,0,1,-5
COc1ccc(Cc2nc3ccc(C(=O)N4C[C@@H](C)O[C@@H](C)C4)cc3o2)cc1OC,-76,0,-13,5,-21,-9,-19,10,-39,-9,13
Cc1onc(-c2ccccc2Cl)c1C(=O)NC(C)c1ccccc1 (centres undefined),19,-6,-14,-13,2,-3,10,0,-18,1,-1
Cc1ccc(-c2[nH][nH]c(=O)c(=O)c2N=Nc2ccccc2)cc1,-7,-9,2,8,42,-27,-16,0,-4,-9,8
NC(=O)C1CCN(CC(=O)c2c[nH]c3ccc(F)cc23)CC1,8,3,3,3,-1,6,-12,7,9,-9,-6
CCOC(=O)N1CCC(NC(=O)Cn2c3c(c(-c4ccccc4Cl)cc2=O)CCC3)CC1,7,0,1,-5,10,17,-16,-18,5,6,4

# Next records:
SMILES,LRH-1 inv ag,TLR9-MyD88 block,NOD2 RIPK2 PPI,C8 TRAIL sens,TROY signal inh,SRC2 inh,NCOA1 inh,Vif imaging,NCOA3 inh,EBV LMP1 NFkB,NR2F2 inh
CCOC(=O)c1cnc2ccc(OCC)cc2c1N1CCN(C)CC1,11,-1,6,-13,-54,-16,13,-7,11,10,5
Cc1ccccc1NC(=S)NCc1ccc2c(c1)cc(C)n2C,3,1,-2,10,11,-13,13,nt,-4,-4,-13
CCC(C)NS(=O)(=O)c1ccc(S(=O)(=O)N2CCCC3(CCCCC3)C2)cc1 (centres undefined),13,0,-6,13,24,-4,-4,-22,9,17,-3
Cc1ccccc1C(=O)OCC(=O)NCC1COc2ccccc2O1 (centres undefined),-6,0,-2,-7,-33,3,-3,-5,-1,-3,-5
COC(=O)C(NC(=O)CSc1nc(N)cc(=O)[nH]1)c1ccccc1 (centres undefined),-19,-12,-6,-5,10,2,-18,-5,-12,4,-1
CN1CCN(C(=O)c2ccc(Cl)c(S(=O)(=O)N3CCCCCC3)c2)CC1,-14,4,9,-3,4,-20,-12,-6,12,0,13
N#Cc1ccc(-c2ccc(Cl)cc2)nc1Oc1ccc(F)cc1,13,-12,-7,7,10,15,-13,-19,7,-3,-4
COc1ccc(/C=N/N2C(=O)C3C4C=CC(C4)C3C2=O)cc1[N+](=O)[O-] (centres undefined),-6,-1,-11,4,-19,-10,-9,11,-7,5,7
COC(=O)[C@]12CCCCC=C1N(Cc1ccccc1)C(=O)[C@H](CC(=O)NCCc1ccccc1OC)C2,-6,nt,-9,-4,-15,-1,nt,nt,nt,nt,12
CCN1CCN(c2ccc(S(=O)(=O)N3CCCCC3)cc2NC(=O)COc2ccc(F)cc2Cl)CC1,7,-9,-1,9,3,13,-10,-4,-6,18,6
Cc1ccc(C(=O)N2CCC(N3CCC(C(=O)N4CCOCC4)CC3)CC2)cc1,22,2,-8,-3,-16,11,-1,5,2,-3,-11
COc1ccc(C(=O)NN2C(=O)C3CCC(C)(C2=O)C3(C)C)cc1 (centres undefined),3,1,-3,-13,-6,-13,-2,-3,7,-2,2
COc1ccccc1CNC(=O)CCN1C(=O)c2ccccc2C1=O,-2,5,0,-11,-13,-17,11,-3,7,0,-11
COc1cc(-c2coc3c(C(=O)Nc4ccc(C(C)C)cc4)cccc23)ccc1O,-11,nt,1,24,-45,-13,-47,-1,-23,nt,-13
Cc1ccc2[nH]c(=O)c(CN(CCO)Cc3nnnn3CCc3ccccc3)cc2c1,-6,9,4,2,3,7,-19,nt,-29,-2,8
CN1CCN(c2cc(CNC[C@H]3O[C@@H](n4cnc5c(=O)[nH]c(N)nc54)[C@H](O)[C@@H]3O)ccc2F)CC1,-8,nt,1,-10,5,-2,-6,nt,-20,nt,-14
Cc1cc(C)c2c(-n3cccc3)nn(C)c2n1,0,-15,-7,-10,6,-45,1,3,5,9,-13

# Some of the compounds tested; rates above refer to the full screens.
